mIAP block: inhibitors of mouse IAP, primary screen, biochemical, luminescence, uHTS. intestinal alkaline phosphatase [Mus musculus]. purified mouse IAP, CDP-Star luminescence, 30 min. inhibition, % at 10 µM. 330,000 tested, 0.2% active;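 active = inhibition of at least 40% at 10 µM in the primary screen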;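 also: plate controls were DMSO with enzyme for no effect and no enzyme wells for full effect; values of inactives mirror those of a sister screen read the other way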
mIAP act: activators of mouse IAP, primary screen, biochemical, luminescence, uHTS; intestinal alkaline phosphatase [Mus musculus]; muIAP, CDP-Star luminescence, 30 min; hits give high values; 1 = vehicle-only enzyme signal, 0 = enzyme-free wells; activation factor at 10 µM; 330,000 tested, 0.24% active;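 active = activation factor of at least 2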; also: the source names both 10 and 20 µM as test concentration; values of inactives mirror those of a sister screen read the other way
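Assay system: mouse IAP enzyme / Compound: DMSO-dissolved test compounds / Timing: 30 min, room temperature / Measured by: luminescence from enzymatic CDP-Star hydrolysis / Control set: DMSO-only wells, enzyme-free buffer wells as negative control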
PfGluPho inh: PfG6PD enzyme inhibitors, primary screen, biochemical, fluorescence intensity, uHTS; PfGluPho enzyme, NADPH resazurin-diaphorase fluorescence; inhibition, % at 20 µM; glucose-6-phosphate dehydrogenase-6-phosphogluconolactonase (Plasmodium falciparum 3D7); 350,000 tested, 0.78% active;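 active = inhibition reaching at least a set limit at 20 µM in the primary screen, cut at about 59% in these data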;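 also: 0% = DMSO wells with substrate and 100% = DMSO wells lacking glucose-6-phosphate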
ATG4B inh: ATG4B protease inhibitors, primary screen, biochemical, fluorescence, uHTS; Cysteine protease ATG4B (Homo sapiens), Q9Y4P1; ATG4B cleavage of LC3-PLA2, NBD-HPC fluorescence, 1 h; inhibition, % at 8.33 µM; 340,000 tested, 0.51% active; in the data active = inhibition above about 40%
HKDC1 inh: HKDC1 hexokinase inhibitors, primary screen, biochemical, fluorescence, uHTS; Q2TB90; recombinant HKDC1, G6PDH/diaphorase resazurin coupled fluorescence; inhibition, % at 20 µM; 340,000 tested, 0.16% active; AID 493160, 2011;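 active = inhibition above about 35% when tested at 20 µM, limit read from the data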;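 also: plate controls were DMSO wells with enzyme for no effect and DMSO wells lacking enzyme for full effect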
Target sequence (Q2TB90 whole entry, looked up): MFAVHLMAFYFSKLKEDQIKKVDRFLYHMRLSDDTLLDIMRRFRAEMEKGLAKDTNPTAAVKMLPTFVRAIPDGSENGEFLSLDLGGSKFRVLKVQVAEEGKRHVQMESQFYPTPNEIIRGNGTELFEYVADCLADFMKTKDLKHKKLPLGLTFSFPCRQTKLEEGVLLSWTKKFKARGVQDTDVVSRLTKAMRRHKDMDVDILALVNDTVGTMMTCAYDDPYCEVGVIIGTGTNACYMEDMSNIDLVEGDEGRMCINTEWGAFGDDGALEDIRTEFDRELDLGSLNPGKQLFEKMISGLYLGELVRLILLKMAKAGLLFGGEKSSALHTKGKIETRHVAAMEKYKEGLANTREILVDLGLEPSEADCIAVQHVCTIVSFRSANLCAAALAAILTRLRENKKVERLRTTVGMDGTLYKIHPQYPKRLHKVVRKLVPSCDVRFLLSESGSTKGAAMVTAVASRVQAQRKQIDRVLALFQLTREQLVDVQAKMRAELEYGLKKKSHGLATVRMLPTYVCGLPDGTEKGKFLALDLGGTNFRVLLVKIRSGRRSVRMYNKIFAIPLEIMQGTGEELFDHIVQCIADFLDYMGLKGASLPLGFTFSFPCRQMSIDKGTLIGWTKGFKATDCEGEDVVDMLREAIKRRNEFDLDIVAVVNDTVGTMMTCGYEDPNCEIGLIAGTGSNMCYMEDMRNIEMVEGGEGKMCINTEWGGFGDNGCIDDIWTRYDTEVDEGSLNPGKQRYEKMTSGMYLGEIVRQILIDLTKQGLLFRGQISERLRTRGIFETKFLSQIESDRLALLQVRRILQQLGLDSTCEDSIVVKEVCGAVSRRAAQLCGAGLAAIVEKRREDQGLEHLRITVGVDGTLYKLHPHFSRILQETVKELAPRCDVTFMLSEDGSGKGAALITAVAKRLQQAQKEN
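Assay system: in-house recombinant HK5 (HKDC1) enzyme. Input: HKDC1 at 5 µg/mL. Medium: Tris pH 8.0 buffer with MgCl2, Tween-20, BSA, BME. Dosing: single 20 µM dose. Schedule: 90 min reaction incubation at room temperature, dark. Signal: resazurin-to-resorufin fluorescence via G6PDH and diaphorase coupling, 525/613 nm. Controls: DMSO-enzyme wells negative, buffer-substituted wells positive.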
hIAP activ: human IAP activators, primary screen, biochemical, luminescence, uHTS; activation factor at 10 µM; AID 2524, 2010; 330,000 tested, 0.16% active; purified human IAP, CDP-Star luminescence, 30 min; hits give high values; 1 = vehicle-only enzyme, 0 = enzyme-free background;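 active = activation factor of the enzyme at least 2-fold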; also: the source names both 10 and 20 µM as test concentration; values of inactives mirror those of a sister screen read the other way
A3A deaminase: APOBEC3A ssDNA deaminase inhibitors, primary screen, selectivity assay for APOBEC3G inhibitor project, biochemical, FAM/TAMRA oligo cleavage fluorescence; DNA dC->dU-editing enzyme APOBEC-3A (Homo sapiens), P31941; recombinant A3A, FAM/TAMRA ssDNA deamination fluorescence; inhibition, % at 20 µM; 330,000 tested, 0.41% active;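 active = at least 40% inhibition at 20 µM here, with at most 30% in a related deaminase screen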;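 also: plate controls were A3A with DMSO for no effect and wells lacking A3A enzyme for full effect; some results filed as inactive read as strong as hits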
hIAP block: human IAP inhibitors, primary screen, biochemical, luminescence, uHTS | purified IAP, CDP-Star luminescence, 30 min | inhibition, % at 10 µM | 330,000 tested, 0.12% active | AID 2544, 2010;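 active = inhibition reaching a set limit with compound at 10 µM in the primary screen, cut at about 35% in these data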;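 also: plate controls were DMSO wells with enzyme for no effect and no-enzyme buffer wells for full effect; values of inactives mirror those of a sister screen read the other way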
The depositor's hits bear a star.

How did CCCNC(=O)Nc1ccccc1C(=O)Nc1ccc(OC)cc1 do in these assays?
mIAP block: -3.5; mIAP act: 1.03; PfGluPho inh: -2.2; ATG4B inh: -11.8; HKDC1 inh: 0.8; hIAP activ: 1.06; A3A deaminase: -4.8; hIAP block: -5.7

How did Cc1cc(C(=O)Nc2cccc(/C=C/C(=O)O)c2)c(C)o1 do in these assays?
mIAP block: 7.0; mIAP act: 0.93; PfGluPho inh: -9.2; ATG4B inh: -0.7; HKDC1 inh: -1.4; hIAP activ: 0.92; A3A deaminase: -0.1; hIAP block: 8.0

Results for O=C(NCCN1CCOCC1)c1cccc(S(=O)(=O)Nc2cc(Cl)ccc2Cl)c1 ?
mIAP block: 2.8; mIAP act: 0.972; PfGluPho inh: -18.6; ATG4B inh: -1.6; HKDC1 inh: 3.6; hIAP activ: 0.837; A3A deaminase: -3.4; hIAP block: 16.3

Results for O=C(c1cnc2n(c1=O)CCS2)N1CCN(c2ccc([N+](=O)[O-])cc2)CC1 ?
mIAP block: -8.8; mIAP act: 1.09; PfGluPho inh: -9.3; ATG4B inh: 13.0; HKDC1 inh: 3.3; hIAP activ: 0.974; A3A deaminase: -3.1; hIAP block: 2.6

What do the screens show for `CCc1ccc(NC2CC(=O)N(CCc3ccc(OC)c(OC)c3)C2=O)cc1` (stereo not given)?
mIAP block: 7.0; mIAP act: 0.93; PfGluPho inh: -2.8; ATG4B inh: -2.7; HKDC1 inh: -3.1; hIAP activ: 0.895; A3A deaminase: -2.8; hIAP block: 10.5

Results for CCOc1ccc(S(=O)(=O)NCc2ccccn2)c(C)c1C ?
mIAP block: 19.5; mIAP act: 0.805; PfGluPho inh: 2.5; ATG4B inh: 3.7; HKDC1 inh: -3.5; hIAP activ: 1.06; A3A deaminase: -1.3; hIAP block: -5.9

Results for CCC(NC(=O)CC[C@H]1O[C@@H](n2cc(C)c(=O)[nH]c2=O)C[C@@H]1O)c1ccccc1 (stereo not given in full) ?
mIAP block: -5.9; mIAP act: 1.06; PfGluPho inh: 1.4; ATG4B inh: -6.4; HKDC1 inh: -5.1; A3A deaminase: -3.4

Results for Cc1ccc(CNC(=O)CCC2CCCN(Cc3cc4ccccc4o3)C2)o1 (stereo not given) ?
mIAP block: 0.0; mIAP act: 1; PfGluPho inh: 7.4; ATG4B inh: 20.2; HKDC1 inh: -0.7; hIAP activ: 1.11; A3A deaminase: 1.4; hIAP block: -11.4

Results for COc1ccc(NC(=O)c2oc3ccccc3c2CSC)cc1S(=O)(=O)N1CCOCC1 ?
mIAP block: -5.0; mIAP act: 1.05; PfGluPho inh: -3.0; ATG4B inh: -0.5; HKDC1 inh: -6.2; hIAP activ: 1.18; A3A deaminase: -0.9; hIAP block: -18.2

How did CCCS(=O)(=O)N1CCCC(C(=O)N2CCN(c3ccccc3)CC2)C1 (stereo not given) do in these assays?
mIAP block: 2.9; mIAP act: 0.971; PfGluPho inh: -0.5; ATG4B inh: -0.8; HKDC1 inh: -7.2; hIAP activ: 1.16; A3A deaminase: -1.8; hIAP block: -16.1

What do the screens show for `OC1(c2cccc(C(F)(F)F)c2)CCN(Cc2nc(-c3cnccn3)no2)CC1`?
mIAP block: -5.9; mIAP act: 1.06; PfGluPho inh: -3.8; ATG4B inh: -6.2; HKDC1 inh: -4.3; hIAP activ: 0.963; A3A deaminase: 1.2; hIAP block: 3.7

What do the screens show for `Cc1c(C(=O)NC2CCCCC2C)oc2ccccc12` (stereo not given)?
mIAP block: 2.8; mIAP act: 0.972; PfGluPho inh: 8.0; ATG4B inh: -1.6; HKDC1 inh: 0.1; hIAP activ: 1.08; A3A deaminase: 2.2; hIAP block: -7.6

How did COc1ccc(-c2nc(C#N)c(NCCCn3ccnc3)o2)cc1OC do in these assays?
mIAP block: -3.9; mIAP act: 1.04; PfGluPho inh: -5.0; ATG4B inh: -6.2; HKDC1 inh: -0.7; hIAP activ: 1.11; A3A deaminase: -3.9; hIAP block: -11.0

What do the screens show for `COc1cc2c(cc1NC(=O)c1ccc3c(c1)OCO3)oc1ccccc12`?
mIAP block: 4.4; mIAP act: 0.956; PfGluPho inh: 13.3; ATG4B inh: 9.6; HKDC1 inh: -6.4; hIAP activ: 0.877; A3A deaminase: -2.6; hIAP block: 12.3

Results for COc1ccccc1NC(=O)CSc1nnnn1C ?
mIAP block: -2.0; mIAP act: 1.02; PfGluPho inh: 1.3; ATG4B inh: 6.2; HKDC1 inh: -9.8; hIAP activ: 1.14; A3A deaminase: -5.7; hIAP block: -14.2

How did O=C(NCc1ccccc1OC(F)(F)F)C1CCC(=O)N(Cc2ccccn2)C1 (stereo not given) do in these assays?
mIAP block: 9.0; mIAP act: 0.91; PfGluPho inh: 15.7; ATG4B inh: 0.9; HKDC1 inh: -6.1; hIAP activ: 1.17; A3A deaminase: -7.1; hIAP block: -17.4

Results for O=C(CCc1nc(-c2ccccc2F)no1)NCCc1ccccc1Cl ?
mIAP block: -4.3; mIAP act: 1.04; PfGluPho inh: 10.6; ATG4B inh: -4.1; HKDC1 inh: -1.7; hIAP activ: 1.15; A3A deaminase: -1.2; hIAP block: -14.9

What do the screens show for `COc1cccc(NC(=O)C(=O)NCCCn2ccnc2)c1`?
mIAP block: 1.8; mIAP act: 0.982; PfGluPho inh: -1.8; ATG4B inh: -6.7; HKDC1 inh: 2.0; hIAP activ: 0.9; A3A deaminase: 1.1; hIAP block: 10.0

How did Cn1cnnc1SCC(=O)Nc1ccc(S(=O)(=O)N2CCOCC2)cc1 do in these assays?
mIAP block: -14.5; mIAP act: 1.15; PfGluPho inh: 28.2; ATG4B inh: -4.5; HKDC1 inh: 0.6; hIAP activ: 0.846; A3A deaminase: -3.0; hIAP block: 15.4

What do the screens show for `COc1ccc(NC(=O)CN(C)C(C)C(=O)N2CCCCC2)cc1` (stereo not given)?
mIAP block: 4.5; mIAP act: 0.955; PfGluPho inh: -5.3; ATG4B inh: -6.0; HKDC1 inh: 7.5; hIAP activ: 1.03; A3A deaminase: 1.2; hIAP block: -2.9

What do the screens show for `CCn1nc(C)c(NS(=O)(=O)c2ccccc2)c1C`?
mIAP block: -7.1; mIAP act: 1.07; PfGluPho inh: -15.1; ATG4B inh: -5.4; HKDC1 inh: 0.8; hIAP activ: 0.914; A3A deaminase: 0.1; hIAP block: 8.6

How did CC1CCN(Cc2c(C(=O)N/N=C/c3ccc(C(C)C)cc3)nnn2-c2nonc2N)CC1 do in these assays?
mIAP block: 10.1; mIAP act: 0.899; PfGluPho inh: 11.7; ATG4B inh: -3.2; HKDC1 inh: -9.1; hIAP activ: 1.02; A3A deaminase: 6.5; hIAP block: -2.2

Results for C/C(=N\Nc1ccccn1)c1ccc(S(=O)(=O)NCc2ccco2)cc1 ?
mIAP block: -11.2; mIAP act: 1.11; PfGluPho inh: -1.1; ATG4B inh: -8.9; HKDC1 inh: 4.5; hIAP activ: 1.07; A3A deaminase: -5.5; hIAP block: -7.2

Results for CCOC(=O)Cc1cc(=O)n2[nH]c(C)cc2n1 ?
mIAP block: 5.6; mIAP act: 0.944; PfGluPho inh: 13.9; ATG4B inh: -8.5; HKDC1 inh: 1.9; hIAP activ: 0.973; A3A deaminase: 0.7; hIAP block: 2.7

How did CC(=O)c1cc(C(C)=O)c(C)nc1C do in these assays?
mIAP block: -5.9; mIAP act: 1.06; PfGluPho inh: -8.6; ATG4B inh: -0.5; HKDC1 inh: 0.2; hIAP activ: 0.914; A3A deaminase: 0.4; hIAP block: 8.6

What do the screens show for `Cc1ccc(-c2nc(C3CCCN(S(=O)(=O)c4ccc(C(C)(C)C)cc4)C3)no2)cc1` (stereo not given)?
mIAP block: 5.5; mIAP act: 0.945; PfGluPho inh: 13.2; ATG4B inh: -2.5; HKDC1 inh: -7.7; hIAP activ: 0.918; A3A deaminase: -0.8; hIAP block: 8.2

How did COCOc1ccc(-c2cc(=O)c3c(O)cc(OCOC)cc3o2)cc1 do in these assays?
mIAP block: 0.9; mIAP act: 0.991; PfGluPho inh: -31.3; ATG4B inh: -10.2; HKDC1 inh: 5.2; hIAP activ: 1.2; A3A deaminase: 3.0; hIAP block: -19.7

What do the screens show for `COc1ccc(CNc2cc([N+](=O)[O-])ccc2OC)cc1`?
mIAP block: 13.0; mIAP act: 0.87; PfGluPho inh: 37.4; ATG4B inh: 2.5; HKDC1 inh: -7.8; hIAP activ: 0.998; A3A deaminase: 1.3; hIAP block: 0.2

What do the screens show for `O=C(NC1CCCCC1)C(c1ccccc1)N(C(=O)c1cccs1)c1ccc2c(c1)OCO2` (stereo not given)?
mIAP block: -5.5; mIAP act: 1.05; PfGluPho inh: -9.2; ATG4B inh: 10.1; HKDC1 inh: 0.9; hIAP activ: 0.89; A3A deaminase: -4.7; hIAP block: 11.0

What do the screens show for `N=C1CCCN1c1ccccc1O`?
mIAP block: -3.5; mIAP act: 1.03; PfGluPho inh: -22.6; ATG4B inh: 4.1; HKDC1 inh: -3.7; hIAP activ: 1.15; A3A deaminase: 1.9; hIAP block: -14.9

What do the screens show for `O=C(NCCc1c[nH]c2ccccc12)C(=O)NCC1OCCN1S(=O)(=O)c1cc(F)ccc1F` (stereo not given)?
mIAP block: -2.6; mIAP act: 1.03; PfGluPho inh: -3.7; ATG4B inh: -10.5; HKDC1 inh: -6.5; hIAP activ: 1.16; A3A deaminase: 3.6; hIAP block: -15.7

How did CCCOc1ccc(CSc2nnc(CCC)n2N)cc1 do in these assays?
mIAP block: -3.5; mIAP act: 1.03; PfGluPho inh: -0.2; ATG4B inh: 8.9; HKDC1 inh: -6.3; hIAP activ: 0.82; A3A deaminase: -0.4; hIAP block: 18.0

Results for O=C(NCC(c1ccco1)N1CCc2ccccc2C1)c1ccccc1 (stereo not given) ?
mIAP block: -5.0; mIAP act: 1.05; PfGluPho inh: 8.7; ATG4B inh: -2.3; HKDC1 inh: -5.6; hIAP activ: 0.789; A3A deaminase: 0.8; hIAP block: 21.0

Results for O=C(Nc1ccccc1C(=O)NC1CCCCC1)c1ccco1 ?
mIAP block: -6.7; mIAP act: 1.07; PfGluPho inh: -10.5; ATG4B inh: -11.6; HKDC1 inh: -8.0; hIAP activ: 0.944; A3A deaminase: -1.6; hIAP block: 5.6

Results for CCOC(=O)N1CCN(S(=O)(=O)c2ccc3c4c(cccc24)C(=O)N3)CC1 ?
mIAP block: 1.4; mIAP act: 0.986; PfGluPho inh: -18.5; ATG4B inh: -10.2; HKDC1 inh: 8.8; hIAP activ: 1.21; A3A deaminase: -7.7; hIAP block: -21.0

Results for CCN1C(=O)[C@H]2[C@H]3CN=C(SCC(=O)c4ccccc4)N3[C@@](CC)(C(=O)OC)[C@H]2C1=O ?
mIAP block: 12.8; mIAP act: 0.872; PfGluPho inh: 8.0; ATG4B inh: 5.4; HKDC1 inh: -7.3; A3A deaminase: 2.2
